hgDAF-12 ag – H. glycines DAF-12 receptor agonists, primary screen, cell-based, luminescence, HEK293, GAL4 fusion, UAS-luciferase; activation, % at 6.8 µM; 370,000 compounds, 1.8% hits; HEK293 GAL4-hgDAF12 UAS-luciferase reporter, agonist luminescence; normalized to butyrate control; Nuclear hormone receptor DAF-12 (Heterodera glycines), GAL4 fusion;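 active = activation above a cutoff set at the mean of all screened compounds plus 3 SD, cut at about 10% in these data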;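 also: 0% = DMSO wells and 100% = sodium butyrate wells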
PLC-beta3 inh – human PLC-beta3 inhibitors, primary screen, biochemical, fluorescence. AID 720704, 2013. Purified PLC-beta3, fluorogenic substrate. 1-phosphatidylinositol 4,5-bisphosphate phosphodiesterase beta-3 (Homo sapiens), Q01970. 370,000 compounds, 0.18% hits. inhibition, % at 12.2 µM; in the data active = inhibition above about 11%;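 also: 0% = median of compound wells on plate and 100% = full blocker control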
PLC-gamma1 inh – PLC-gamma1 enzyme inhibitors, primary screen, biochemical, fluorescence, purified enzyme; inhibition, % at 12.2 µM; fluorogenic substrate; 370,000 compounds, 0.84% hits; AID 720700, 2013; 1-phosphatidylinositol 4,5-bisphosphate phosphodiesterase gamma-1 (Homo sapiens), P19174; in the data active = inhibition above about 9.5%
DAX1 inh-1 – DAX1 (NR0B1) inhibitors, primary screen, cell-based, HEK293, Gal4-DAX1, luciferase luminescence; Nuclear receptor subfamily 0 group B member 1 (Homo sapiens), P51843; HEK293 Gal4-DAX1 luciferase reporter; inhibition, % at 6.75 µM; 340,000 compounds, 0.99% hits; AID 504766, 2011;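 active = inhibition above the mean over all tested compounds plus 3 SD, cut at about 4.2% in these data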;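 also: 0% = DAX1-transfected cells with DMSO and 100% = empty-vector control cells with DMSO; inhibition shows as a rise in luminescence from relieved DAX1 repression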
hcDAF-12 act – H. contortus DAF-12 nuclear receptor activators, primary screen, cell-based, luminescence, HEK293, lit1-tk-luc reporter | HEK293 hcDAF-12 lit1-tk-luc reporter; 0% DMSO, 100% Δ7-dafachronic acid | activation, % at 6.8 µM | 370,000 compounds, 1.4% hits;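 active = activation above the mean of all tested compounds plus 3 SD, cut at about 5.5% in these data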;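 also: 100% = response to 3 µM Δ7-dafachronic acid high control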
ssDAF-12 act – S. stercoralis DAF-12 nuclear receptor activators, primary screen, cell-based, luminescence, HEK293, GRIP1 co-expression, lit1-tk-luc; Nuclear hormone receptor DAF-12 (Strongyloides stercoralis); HEK293 ssDAF-12/GRIP1 lit1-tk-luc reporter; % of 3 µM dafachronic acid response; activation, % at 6.8 µM; 370,000 compounds, 1% hits; AID 652126, 2013;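 active = activation above the mean over all tested compounds plus 3 SD, cut at about 0.9% in these data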;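 also: 0% = DMSO-only wells and 100% = 3 µM delta7-dafachronic acid wells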
DAX1 inh-2 – DAX1 (NR0B1) inhibitors on StAR promoter, primary screen, cell-based, luminescence, SF-1 (NR5A1), full-length DAX-1; HEK293T StAR-luciferase reporter, SF-1/DAX-1 repression relief; inhibition, % at 6.8 µM; 370,000 compounds, 1.1% hits; AID 652010, 2013;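 active = inhibition above the mean over all tested compounds plus 3 SD, cut at about 3.6% in these data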;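 also: 0% = DAX-1 cells with DMSO and 100% = cells lacking DAX-1 with DMSO; higher inhibition means more luminescence from relief of DAX-1 repression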
ADAM17 inh – ADAM17 inhibitors, primary screen, biochemical, QFRET; Disintegrin and metalloproteinase domain-containing protein 17 (Homo sapiens), P78536; recombinant ADAM17, EDANS/DABCYL FRET peptide cleavage; inhibition, % at 6.95 µM; 370,000 compounds, 0.83% hits; AID 720648, 2013;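 active = inhibition above the mean of compounds lying between control limits plus 3 SD, set per campaign, cut at about 8.5% in these data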;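 also: 0% = DMSO-only wells as the low control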
SMARCA2 activ – SMARCA2 (BRM) function activators, primary screen, cell-based, luminescence, high throughput; activation, % at 9.1 µM; MG213 cells, MMTV-luciferase reporter, dexamethasone, overnight; 370,000 compounds, 1% hits; in the data active = activation above about 7.8%;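 also: 0% = vehicle wells and 100% = reference activator wells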
NR1D1 modulator – modulators of Rev-erb alpha DNA binding, primary screen, biochemical, FITC-DNA, fluorescence polarization, uHTS; Nuclear receptor subfamily 1 group D member 1 (Homo sapiens), P20393; 370,000 compounds, 0.79% hits; activity, % at 10 µM; Rev-erbα–FITC-DNA binding, 90 min;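 active = activity above about 14%, limit read from the data; passing the limit was not always enough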;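 also: 0% = DMSO wells with 35 nM protein and 100% = DMSO wells with 750 nM protein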
Target sequence (P20393 whole entry, looked up): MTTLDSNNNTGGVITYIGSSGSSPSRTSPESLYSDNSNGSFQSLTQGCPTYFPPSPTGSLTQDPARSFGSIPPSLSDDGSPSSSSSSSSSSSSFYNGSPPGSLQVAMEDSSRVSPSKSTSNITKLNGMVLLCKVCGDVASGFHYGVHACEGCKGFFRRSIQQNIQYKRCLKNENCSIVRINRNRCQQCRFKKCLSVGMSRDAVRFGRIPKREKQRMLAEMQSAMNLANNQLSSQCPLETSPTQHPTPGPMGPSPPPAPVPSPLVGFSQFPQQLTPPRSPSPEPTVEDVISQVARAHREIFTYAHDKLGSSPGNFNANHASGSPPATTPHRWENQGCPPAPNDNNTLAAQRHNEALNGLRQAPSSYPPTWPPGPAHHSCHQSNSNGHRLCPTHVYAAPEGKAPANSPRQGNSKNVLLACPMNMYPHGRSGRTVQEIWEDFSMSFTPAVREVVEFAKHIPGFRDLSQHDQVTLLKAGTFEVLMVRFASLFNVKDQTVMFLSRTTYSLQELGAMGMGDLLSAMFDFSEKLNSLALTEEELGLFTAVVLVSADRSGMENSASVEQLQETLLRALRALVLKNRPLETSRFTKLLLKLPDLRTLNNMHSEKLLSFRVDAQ
MBD2 inh – inhibitors of MBD2 binding to methylated DNA, primary screen, biochemical, TR-FRET, DNA-binding domain, human. Methyl-CpG-binding domain protein 2 (Homo sapiens), Q9UBB5. MBD2 binding to methylated oligonucleotide. inhibition, % at 4.4 µM. 370,000 compounds, 0.31% hits. AID 686964, 2013; in the data active = inhibition above about 13%
Target sequence (Q9UBB5 whole entry, looked up, the tested form may be a part): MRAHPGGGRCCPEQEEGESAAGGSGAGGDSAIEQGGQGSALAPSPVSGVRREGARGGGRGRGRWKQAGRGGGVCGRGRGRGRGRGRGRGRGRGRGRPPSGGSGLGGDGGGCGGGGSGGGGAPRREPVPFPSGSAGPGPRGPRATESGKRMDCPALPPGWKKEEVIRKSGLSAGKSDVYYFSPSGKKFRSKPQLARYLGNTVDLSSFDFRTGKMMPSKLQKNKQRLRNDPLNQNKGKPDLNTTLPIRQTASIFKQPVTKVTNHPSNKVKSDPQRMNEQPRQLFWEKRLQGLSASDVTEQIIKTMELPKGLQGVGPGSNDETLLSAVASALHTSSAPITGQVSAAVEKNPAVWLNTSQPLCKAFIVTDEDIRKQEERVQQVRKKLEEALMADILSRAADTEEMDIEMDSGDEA
The depositor's hits bear a star; x = not tested or not shown.

SMILES	hgDAF-12 ag	PLC-beta3 inh	PLC-gamma1 inh	DAX1 inh-1	hcDAF-12 act	ssDAF-12 act	DAX1 inh-2	ADAM17 inh	SMARCA2 activ	NR1D1 modulator	MBD2 inh
COC(=O)c1ccccc1NC(=O)Cn1cnc2c1c(=O)n(C)c(=O)n2C	-1.0	-1.4	10.3*	0.8	0.2	-0.9	1.1	0.4	-3.1	1.3	-3.1
CC1CCCN(CCCNC(=O)c2ccc(N3CCCC3=O)cc2)C1 (stereo unspecified)	0.6	-0.8	1.9	0.7	1.1	-0.5	0.5	-2.9	-5.4	-2.2	-1.8
CCN(CC)C(=O)Cn1cc(SCC(=O)NC2CCCCC2)c2ccccc21	0.7	5.5	5.1	0.4	1.0	-1.0	0.3	-6.3	-0.1	-5.5	2.1
Cc1cccc(OCC(=O)NCCCNC(=O)c2cnccn2)c1	-2.9	-2.9	0.0	-2.4	-3.1	-0.8	-0.1	-0.8	-1.5	-3.0	1.1
COc1cc(/C=C(\C#N)c2nc3c(s2)CC(C)CC3)ccc1O (stereo unspecified)	13.1*	-164.5	-123.6	1.8	5.3	-0.3	1.6	4.3	-1.2	3.6	5.2
O=C1CCC(C(=O)N(Cc2cccs2)C2(C(=O)NC3CCCCC3)CCCCC2)N1 (stereo unspecified)	6.9	-4.5	0.2	1.6	-1.2	-1.8	0.0	-2.7	-2.2	7.3	-0.8
CC1=NNC(=O)C1CCC(=O)N/N=C(/C)c1ccc([N+](=O)[O-])cc1 (stereo unspecified)	0.9	3.3	3.3	1.5	-1.0	-0.8	0.1	1.9	-1.1	0.1	-6.3
CCOC(=O)CN(C#N)c1nc(C)cc(C)n1	0.3	2.9	4.9	0.1	-1.4	-0.9	0.2	-1.4	1.4	3.6	-3.2
CC1(C)Cc2cccc(OCC(=O)OCC(=O)Nc3ccccc3)c2O1	2.8	-4.7	1.9	0.1	-0.5	-0.6	-0.1	-7.7	-2.6	-0.1	-7.5
Cc1ccn2c(=O)nc(SCC(=O)N3CCC(Cc4ccccc4)CC3)nc2c1	0.0	-12.8	-7.0	0.0	-0.8	-0.8	-0.7	0.8	-0.3	-2.1	-1.9
C=CCc1cccc(/C=N/n2c(C)nnc2C)c1O	-0.1	-0.9	-2.6	2.3	0.7	-1.6	0.0	-3.2	-0.5	4.5	0.8
COc1ccc(CCNC(=O)CSc2nc(-c3ccc(OC)c(OC)c3)ccc2C#N)cc1	6.2	-301.1	-267.0	-0.4	0.2	-1.3	-0.2	-95.1	2.4	56.0*	4.9
CCOC(=O)c1ccc2[nH]c3c(c2c1)CCCCC3=O	9.7	-31.4	-26.4	-1.0	3.2	-0.5	1.0	-11.3	2.5	15.1	0.5
O=C(CNCc1cccs1)NC12CC3CC(CC(C3)C1)C2	0.2	-0.9	2.0	0.8	-1.4	-1.6	0.2	-2.3	-1.5	-0.1	-7.6
CC(C(=O)Nc1ccc(C#N)cc1)N(C)Cc1cccs1 (stereo unspecified)	-1.9	-7.2	-0.2	1.6	0.8	-1.2	-0.6	-3.9	-2.6	-1.3	-4.4
COc1ccccc1NC(=O)N1CCCC1C(=O)NCC1CCCO1 (stereo unspecified)	-1.2	-0.6	0.5	-0.8	-1.7	-0.9	-0.4	-2.7	-3.8	-1.9	3.6
Cc1nc(SCC(=O)c2ccccc2)c([N+](=O)[O-])[nH]1	0.9	-1.1	-0.1	1.8	0.9	-1.5	0.1	-2.0	1.9	2.7	-7.0
CC(SCc1ccccc1)C(=O)Nc1ccc2c(c1)OCO2 (stereo unspecified)	4.3	2.8	-4.5	0.7	-0.8	-1.1	0.2	0.0	6.7	3.8	2.7
Cc1ccnc(NC(=O)CCC(=O)N(CC(=O)NCc2ccccc2)Cc2ccccc2)c1	1.4	-2.6	2.6	1.2	-3.1	-0.7	-0.1	-0.9	0.5	-4.5	-0.8
COc1c(Cl)cc(Cl)cc1/C=N/n1cnnc1	0.4	-4.5	-4.0	1.3	0.4	-1.0	0.2	-7.2	-0.9	-6.5	1.4
CSc1ccccc1NC(=O)c1ccc(N2CC3CC(C2)c2cccc(=O)n2C3)c(NC(=O)c2cccnc2)c1 (stereo unspecified)	-0.2	-9.6	1.3	0.8	-3.2	-0.8	-0.5	-3.0	-0.6	-4.9	-0.9
CCc1c(C)nc2ncnn2c1N1CCN(S(=O)(=O)c2ccc(OC)cc2)CC1	-2.6	3.4	0.1	-0.8	-2.3	-2.2	-1.2	-0.8	-2.5	-0.2	-0.8
COc1cc(Cl)cc(CN2CCC(CCC(=O)NC3CC3)CC2)c1OC	0.4	-5.5	-1.1	0.8	-0.2	-1.4	1.1	0.9	3.4	5.9	-1.6
O=C(NCCc1ccccn1)c1n[nH]c(=O)c2ccccc12	1.4	-5.4	2.6	2.1	0.4	-0.6	0.0	-1.6	2.4	-5.0	-1.1

Rewritten with bars between the fields: four of the compounds above.
Structure | hgDAF-12 ag | PLC-beta3 inh | PLC-gamma1 inh | DAX1 inh-1 | hcDAF-12 act | ssDAF-12 act | DAX1 inh-2 | ADAM17 inh | SMARCA2 activ | NR1D1 modulator | MBD2 inh
CC(SCc1ccccc1)C(=O)Nc1ccc2c(c1)OCO2 (stereo unspecified) | 4.3 | 2.8 | -4.5 | 0.7 | -0.8 | -1.1 | 0.2 | 0.0 | 6.7 | 3.8 | 2.7
Cc1ccnc(NC(=O)CCC(=O)N(CC(=O)NCc2ccccc2)Cc2ccccc2)c1 | 1.4 | -2.6 | 2.6 | 1.2 | -3.1 | -0.7 | -0.1 | -0.9 | 0.5 | -4.5 | -0.8
COc1c(Cl)cc(Cl)cc1/C=N/n1cnnc1 | 0.4 | -4.5 | -4.0 | 1.3 | 0.4 | -1.0 | 0.2 | -7.2 | -0.9 | -6.5 | 1.4
CSc1ccccc1NC(=O)c1ccc(N2CC3CC(C2)c2cccc(=O)n2C3)c(NC(=O)c2cccnc2)c1 (stereo unspecified) | -0.2 | -9.6 | 1.3 | 0.8 | -3.2 | -0.8 | -0.5 | -3.0 | -0.6 | -4.9 | -0.9

Additional results:
SMILES	hgDAF-12 ag	PLC-beta3 inh	PLC-gamma1 inh	DAX1 inh-1	hcDAF-12 act	ssDAF-12 act	DAX1 inh-2	ADAM17 inh	SMARCA2 activ	NR1D1 modulator	MBD2 inh
COc1cc2c(cc1OC)C(Nc1ccc(S(N)(=O)=O)cc1)=NC(C)(C)C2	-1.4	-1.6	-0.2	-0.3	-1.4	-0.6	-0.4	-5.2	-0.8	-6.0	3.8
COC(=O)c1cc2c(c3c4cc(F)ccc4n(S(=O)(=O)c4cccc(C)c4)c13)C(=O)N(c1ccc(OC)cc1)C2	1.3	-34.8	-23.8	x	1.1	-1.3	-1.5	0.9	-4.5	6.6	-2.1
CC1CCCC(NC(=O)CN2CCN(S(=O)(=O)c3ccc(Br)s3)CC2)C1C (stereo unspecified)	-3.8	-3.9	3.8	0.2	-0.4	-1.1	-0.9	3.8	-1.9	7.2	-7.8
COc1cccc(O)c1CN1CCC(Oc2ccc(C(=O)NCc3ccccn3)cc2)CC1	-0.3	-3.5	5.5	-0.4	-1.1	-1.3	0.3	-0.3	-1.2	-0.8	-0.4
C/C(=N\Nc1ccc(Cl)c(C(=O)O)c1)c1ccccn1	6.0	-2.0	2.8	0.4	0.3	0.8	0.4	-0.9	13.2*	1.1	-4.1
Cc1ccccc1C(=O)N(C)[C@H]1C[C@H]2c3[nH]c4c(-c5ccccc5)cccc4c3CCN2C(=O)[C@H]1[C@H](C)O	-3.7	-21.6	-12.2	x	-1.7	-0.8	0.0	-2.8	-4.0	13.0*	-0.3
NC(=O)c1ccc(Oc2ccc3ccc(=O)oc3c2)c([N+](=O)[O-])c1	-2.0	-58.5	-39.5	0.6	-1.3	-1.0	-0.7	-54.5	-2.8	-8.2	-0.2
Cc1csc(=O)n1CCC(=O)OCC(=O)N(CC(C)C)c1c(N)n(Cc2ccccc2)c(=O)[nH]c1=O	0.9	-4.0	2.9	1.1	2.3	-0.6	-0.4	-5.6	-2.8	2.7	-0.9
COc1ccc(S(=O)(=O)N2CCCOC2CNC(=O)C(=O)NCc2ccco2)cc1C (stereo unspecified)	-2.4	-0.6	0.4	-1.1	-0.1	-1.4	-0.1	-3.7	1.5	-1.1	-0.6
CCOC(=O)C1CCCN(C(=O)c2cccc(S(=O)(=O)N(C)c3c(C)n(C)n(-c4ccccc4)c3=O)c2)C1 (stereo unspecified)	0.1	-9.1	0.6	-0.3	-1.0	-0.2	1.2	-5.7	-3.0	2.6	2.2
Cc1cccc(C)c1NC(=O)Nc1nc(C(N)c2ccccc2Cl)cs1 (stereo unspecified)	-2.1	3.9	2.6	x	1.5	-1.0	0.0	-2.0	0.1	-3.2	-2.4
COc1ccc(Cc2nnc(SCC(=O)Nc3ccccc3C)n(N)c2=O)cc1	3.3	-4.4	-0.9	1.1	2.2	-1.6	-0.7	-3.8	0.9	5.6	-3.7
O=C(CSCc1ccccc1)N1CCN(S(=O)(=O)c2cccc(F)c2)CC1	-0.6	-1.1	0.7	0.8	0.6	-1.7	1.6	-1.0	1.9	-1.2	0.7
O=C(COC(=O)CCc1c[nH]c2ccccc12)NCc1ccccc1	1.6	4.9	0.2	1.2	-1.8	-1.4	0.5	3.2	-0.1	3.0	-8.4
CCc1nc2ccc(C(=O)NCc3ccccc3OC)cn2c1N(CCC(C)C)CCN(C)C	-3.0	-9.7	-8.7	x	-0.6	-0.5	1.4	-7.4	-3.1	1.7	-5.0
CCCn1nnnc1NCc1ccc(N(C)C)cc1	3.9	0.6	-0.2	1.6	-1.0	-1.7	-0.2	-1.8	-5.1	0.0	3.5
COc1ccccc1OCCSc1nc2ccccc2n1CCC(=O)O	0.4	-1.2	-19.9	2.6	-0.8	-1.0	0.2	-2.8	0.8	1.8	10.7
Nc1nnc(SCc2ccc([N+](=O)[O-])cc2)s1	-0.3	0.5	2.4	0.5	-0.1	-0.7	-0.3	-1.1	-0.3	-0.8	1.0

Bioassay records from PubChem.

This is a random part of the collection. Share with any hit: about 7.4%.
